# INS promoter inh: TRM-6 insulin promoter activity inhibition. TRM-6 cells (human fetal islet line), insulin promoter-eGFP reporter, imaging; reporter expression induced with tamoxifen. inhibition, % at 2 µM. 130,000 compounds, 0.9% hits;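 active = inhibition above the mean plus 3 SD, with well images judged a real hit on visual review, cut at about 60% in these data, passing the limit was not always enough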
# SDO1 yeast rescue: compounds rescuing growth of sdo1-depleted yeast, bone marrow failure model; S. cerevisiae sdo1-depleted JHY4D growth rescue, OD600 30 h; stronger effect = higher value; pdr5 snq2 efflux-pump mutant strain; z-score at 10 µM; 140,000 compounds, 0.21% hits; AID 817;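 active = z-score above 3 at both the 24 hr and the 30 hr optical density reads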;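 note: z-score against mean and SD of all compound wells on the same plate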
# SDO1 yeast rescue Rescue 24 h: recorded beside SDO1 yeast rescue, whose call it bears; z-score; S. cerevisiae sdo1-depleted JHY4D growth rescue, OD600; measured here: growth rescue at 24 h;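 0 is the plate mean of compound wells and units are plate SD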
# Active calls of the source: *; x = no result given. These rows are one share of the data, so the mix of outcomes need not match the whole.
INS promoter inh,SDO1 yeast rescue,SDO1 yeast rescue Rescue 24 h,structure
41.7,0.55,0.38,O=C(O)CCNS(=O)(=O)c1ccc2ccccc2c1
6.9,-0.37,-0.08,COc1cc(NC(=O)CN2CCN(c3ccccc3)CC2)c(C)cc1[N+](=O)[O-]
20.8,-0.68,-0.54,C/C(CC1CC(COCC(C)C)OC1=O)=N\Nc1nc(-c2ccccc2)cs1 (configuration not stated)
x,-0.05,0.24,CCN(CC)S(=O)(=O)c1ccc(Cl)c(NC(=O)COC(=O)/C=C/c2ccc(O)c(OC)c2)c1
40.9,1.52,1.56,COc1cccc(NC(=O)Cc2c(C(=O)O)[nH]c3ccccc23)c1
9.6,-0.01,-0.28,CC(=O)c1cccc(NC(=O)Nc2c(C)nn(C)c2C)c1
-39.3,0.81,0.93,c1coc(Cn2nnnc2CN2CCN(C3CCCC3)CC2)c1
28.6,0.77,0.55,COc1ccc(C(NC(=O)/C=C/c2ccco2)c2ccc(OC)c(OC)c2)cc1OC
23.1,1.24,0.88,COc1ccc(CCNC(=O)C2CCC(CNc3c(N4CCCC4)c(=O)c3=O)CC2)cc1OC (configuration not stated)
x,-1.12,-0.47,O=S(=O)(c1ccccc1)N1CCN=C1SCc1ccc(Cl)c(Cl)c1
-13.0,1.15,0.77,CCOC(=O)c1c(C)[nH]c(C(=O)OCC(=O)N(C)C2CCS(=O)(=O)C2)c1C (configuration not stated)
8.3,-0.06,-0.21,CCOc1cccc(OCCCCn2ccnc2)c1
2.9,x,x,c1ccc(Oc2ccc(-c3ccnc4nc(N5CCOCC5)nn34)cc2)cc1
-29.2,0.52,1.11,COC(=O)c1sc(NC(=O)/C=C/c2ccc(C)o2)nc1C
-222.2,0.48,0.09,O=C1C2C3C=CC(CC3)C2C(=O)N1/N=C/c1ccc(O)c(O)c1 (configuration not stated)
x,-0.57,-0.91,O=C(NNC(=S)NCc1ccccc1)c1ccccc1OC(F)F
x,1.18,0.65,COc1cc([N+](=O)[O-])cc(/C=N/NC(=O)C(C)Nc2cccc3ccccc23)c1O (configuration not stated)
x,-0.89,-1.02,Cc1ccc2nc(NC(=O)C3CCCN(S(=O)(=O)c4cccnc4)C3)sc2c1 (configuration not stated)
8.6,x,x,COc1ccc(N(C(=O)c2ccccc2)S(=O)(=O)c2cccs2)cc1
27.3,0.27,-0.13,c1ccc2c(c1)[nH]c1nc3nncn3nc12
x,-1.14,-0.93,Cc1cc(C(=O)CSc2nnc(Nc3ccccc3)s2)c(C)n1CC1CCCO1 (configuration not stated)
44.2,-0.31,-1.52,CC(C)OC(=O)CSc1nc(-c2ccc(F)cc2)cc(C(F)(F)F)n1
-2.4,1.52,0.64,Cc1cccc(-n2ncc3c(N4CCOCC4)ncnc32)c1
40.0,x,x,CN(Cc1ccccc1)C(=O)CSc1cc(=O)n(C)c2ccccc12
41.7,x,x,O=C(/C=C/c1ccccc1)OCCCN=C1NS(=O)(=O)c2ccccc21

# By substructure, those above containing a halogen
INS promoter inh,SDO1 yeast rescue,SDO1 yeast rescue Rescue 24 h,structure
x,-0.05,0.24,CCN(CC)S(=O)(=O)c1ccc(Cl)c(NC(=O)COC(=O)/C=C/c2ccc(O)c(OC)c2)c1
x,-1.12,-0.47,O=S(=O)(c1ccccc1)N1CCN=C1SCc1ccc(Cl)c(Cl)c1
x,-0.57,-0.91,O=C(NNC(=S)NCc1ccccc1)c1ccccc1OC(F)F
44.2,-0.31,-1.52,CC(C)OC(=O)CSc1nc(-c2ccc(F)cc2)cc(C(F)(F)F)n1

# Additional structures follow.
INS promoter inh,SDO1 yeast rescue,SDO1 yeast rescue Rescue 24 h,structure
20.7,-1.59,-1.08,CCCCOc1ccc(C(=O)NNC(=S)NC(=O)CC)cc1
14.3,0.88,2.98,Cc1noc(C)c1COc1cccc(C(=O)OCC(=O)NC(=O)c2ccc(OC(F)F)cc2)c1
x,-1.35,-1.06,COc1cc(OC)c(C(=O)Nc2ccccc2-c2ccccc2)cc1OC
33.3,-2.16,-1.47,CC(C)(C)c1ccc(C(=O)N/C(N)=N/c2nc3ccccc3o2)cc1
7.7,-0.45,0.22,CSc1ccccc1NC(=O)c1cc(C(C)C)on1
21.4,x,x,CC(C)(C)C(=O)NNC(=O)COc1ccc2ccccc2c1Br
50.0,1.01,1.24,CCC(C)(C)n1c(=O)[nH]c2c(c1=O)CCC2
14.3,0.41,0.3,CCCCCOC(=O)Cn1c(=O)oc2ccccc21
29.0,0.28,0.29,O=C1C(=O)N(CCN2CCOCC2)C(c2ccccn2)/C1=C(/O)c1ccccc1 (configuration not stated)
x,1.95,1.98,CC(C)N(C(=O)C[n+]1ccc(/C=N/O)cc1)C(C)C
x,0.62,0.24,CN(CC(=O)Nc1ccccc1C(F)(F)F)C(=O)COc1ncnc2sccc12
x,8.68*,4.11*,NS(=O)(=O)c1ccc(NC(=O)CSC2=NC(=O)C(c3ccccc3)C(=O)N2)cc1 (configuration not stated)
-15.2,0.2,0.09,CCOC(=O)Cn1nnnc1CN(Cc1ccc(OC)cc1)Cc1cc2cc(CC)ccc2[nH]c1=O
-190.5,x,x,CCOC(=O)C1=C(C)Nc2ccccc2N=C1NC(=O)Cc1ccc(Cl)c(Cl)c1
19.1,x,x,NC(=O)C[n+]1cccc(C(N)=O)c1
-75.0,x,x,Cc1ccc(-c2ccc(SCC(=O)Nc3cc(C)on3)nn2)cc1
x,-0.21,0.23,O=C(CN1C(=O)C2(OCCO2)c2ccccc21)c1ccc(Br)cc1
42.9,1.44,1.47,CCOCC(=O)Nc1cc(OC)c(Cl)cc1OC
2.9,-0.1,-0.69,C/C(=N\NC(=O)CSc1nc(C)cc(C)n1)c1cccs1
72.7*,x,x,S=C(NCCc1ccccc1)Nc1cccc2cnccc12
8.5,1.34,1.56,COc1ccc(/C=C/C(=O)c2ccccc2O)cc1CN1CCOCC1
0.0,-0.34,-0.17,Cc1ccc(N/C(N)=N/c2nc3c(c(=O)[nH]2)CCCC3)c(C)c1
-14.3,x,x,CCOC(=O)C1CCCN(Cc2cc(=O)oc3cc(C)c(C)cc23)C1 (configuration not stated)
-36.7,0.98,0.64,Cc1cccc(NC(=S)NCCCN2CCOCC2)c1
33.3,-0.65,-0.48,Cc1ccc(/C=N/NC(=O)CSc2nc3ccccc3c(=O)n2-c2ccccc2)s1

# (listing goes on)
INS promoter inh,SDO1 yeast rescue,SDO1 yeast rescue Rescue 24 h,structure
x,0.51,-0.17,O=C(c1cc(C2CC2)on1)N1CCN(c2ccc(F)cc2)CC1
-16.7,-1.07,-0.53,CCOc1ccc(Br)cc1S(=O)(=O)Nc1cccc(S(=O)(=O)N(CC)CC)c1
50.0,0.53,0.56,O=C(CCSc1ccccc1)NCC1CCCO1 (configuration not stated)
x,-0.36,-1.06,CCCc1ccc(-c2cc(C(=O)Nc3ccc([N+](=O)[O-])cn3)c3ccccc3n2)cc1
x,0.59,1.19,COCCn1nnnc1C(c1ccc(OC)c(OC)c1)N1CCc2ccccc21 (configuration not stated)
-23.5,x,x,COc1ccc(OC)c(N/C(C)=C/C(=O)c2ccc(Br)cc2)c1
-13.5,1.83,2.21,CCCNC(=S)NC1CCCC1
-40.0,-0.28,-0.51,O=C(C1CCCN(S(=O)(=O)c2cccs2)C1)N1CCC(N2CCCCC2)CC1 (configuration not stated)
0.0,0.06,-0.81,COCCNC(=O)CNC(=O)c1nn(-c2ccc(OC)c(Cl)c2)c(=O)c2ccccc12
64.3,2.71,2.06,CC(C)(C)N1C(=O)c2ccc(C(=O)O)cc2C1=O
-216.3,-0.02,0.13,O=C1c2ccccc2CC1(Cc1ccccc1)Cc1ccccc1
11.1,x,x,COc1ccc(Nc2nnc(-c3ccc(O)cc3)c3ccccc23)cc1
-12.5,x,x,CCc1nc(N)c(C#N)c(-c2cccn2C)c1C
-73.9,0.72,-0.28,Cc1c(C(=O)NCCCN2CCCC2=O)oc2ccc(S(=O)(=O)N3CCOCC3)cc12
x,-0.26,-0.25,Cc1ccc2nsnc2c1S(=O)(=O)N1CCCC1
33.3,-0.13,0,CCOc1ccc(NC(=S)NN(C)C(=S)Nc2ccc(OCC)cc2)cc1
x,-0.27,-0.73,O=C(CCCCn1c(=O)[nH]c2ccccc2c1=O)NCCC1=CCCCC1
40.0,-0.23,1.04,Cc1cccc(OCc2nnc(SCC(=O)N3CCN(c4ccccc4)CC3)o2)c1C
7.1,x,x,COc1ccc(C2OC(=O)CC2C(=O)NCc2ccc(C)cc2)cc1OC (configuration not stated)
-55.2,-0.33,-0.48,Cc1cc(C(C)(C)C)nc2[nH]n(-c3ccccc3)c(=O)c12
-20.0,0.8,0.86,O=C(CSc1nc2nc(-c3cccs3)cc(C(F)(F)F)c2c(=O)[nH]1)NCc1ccco1
-254.6,2.02,1.82,Cc1ccc(NC(=O)/C=C/c2ccco2)nc1
-46.1,0.46,0.38,CC(C)Cn1c(SCc2nnc(-c3cccs3)o2)nc(O)cc1=O
-26.1,0.3,-0.4,CC(C)C[C@H](NC(=O)OC(C)(C)C)C(=O)N/N=C/c1ccc2nccnc2c1
x,-0.94,-1.38,CCOC(=O)C1=C2N(C)c3ccccc3N2CCC1=O

# Following part:
INS promoter inh,SDO1 yeast rescue,SDO1 yeast rescue Rescue 24 h,structure
2.8,-0.03,-0.06,CCc1c(C)c(C#N)c2nc3ccccc3n2c1N1CCN(c2cc(C)ccn2)CC1
x,0.84,0.97,Cn1cc(S(=O)(=O)N2CCN(c3ccc(F)cc3)CC2)c(=O)n(C)c1=O
-21.9,-0.08,-0.46,Cc1cc(C(=O)CN2C(=O)NC3(CCCc4ccccc43)C2=O)c(C)n1C (configuration not stated)
x,-0.05,-0.22,CCN(CC(=O)NCc1cccs1)c1ccc(S(=O)(=O)N2CCOCC2)cn1
56.4,0.42,0.03,CCCCN(Cc1cc2cc(OC)ccc2[nH]c1=O)C(=O)c1ccccn1
20.0,x,x,O=C(Cc1ncc(C(F)(F)F)cc1Cl)NCCc1ccccn1
6.2,1.24,1.57,CCOc1ccc(C(CC(=O)O)NC(=O)c2ccco2)cc1 (configuration not stated)
40.0,-0.18,0.15,CCN(CC)CC(=O)c1ccc(-c2ccccc2)cc1
-7.4,0.05,-0.48,CCCCSC(=S)NC1CCS(=O)(=O)C1 (configuration not stated)
38.1,x,x,CC(C)(CO)NCc1ccc(Br)cc1
-8.6,-0.46,-0.78,CCOc1ccccc1N(C(=O)c1ccco1)C(C(=O)NC1CCCC1)c1cccnc1 (configuration not stated)
0.0,x,x,O=C(CNS(=O)(=O)c1ccccc1)Nc1ccc2c(c1)OCO2
-92.9,-0.23,-1.13,c1ccc(CCn2nnnc2CN2CCc3ccccc32)cc1
x,1.25,1.3,CCOc1cc2[nH]c(=O)n(CCC(=O)N3CCN(c4ccccc4OC)CC3)c(=O)c2cc1OCC
-64.3,-0.78,-0.96,CCN(CCCNC(=O)CN(C)S(=O)(=O)c1ccc2c(c1)CCC(=O)N2)c1cccc(C)c1
-60.0,-0.93,-0.48,COc1ccc(-c2noc(-c3ccccc3C(=O)Nc3cccc(OC)c3)n2)cc1
-18.8,-1.23,-0.12,COc1ccc(C2CC(=O)c3c([nH]c(C(=O)OC(C)C)c3C)C2)cc1OC (configuration not stated)
42.9,0.2,-0.25,Cc1ccc(/C=N/NC(=O)CSc2nc3ccccc3s2)o1
-15.0,x,x,CC(NS(=O)(=O)c1ccc2c(c1)OCCO2)c1ccccc1 (configuration not stated)
-6.7,-0.42,-1.38,O=C(N/N=C/C1CC=CCC1)c1cc2ccccc2cc1O (configuration not stated)
17.4,0.15,-0.07,CSCCC(C(=O)NC1=NCCS1)N1C(=O)c2ccccc2C1=O (configuration not stated)
7.4,0.2,0.13,CCOc1ccc(NC(=S)N/N=C(\C)Cc2ccc(OC)cc2)cc1
-10.5,-0.16,0.37,CCCCC1NC(=S)N(C2CCCCC2)C1=O (configuration not stated)
0.0,-1.26,-0.75,CCN(CC)S(=O)(=O)c1ccc(C(=O)NC2=C(C(=O)OC)SCC2)cc1
60.0,-0.77,-1.38,O=C(/C=C/Nc1ccc(F)cc1Br)c1ccccc1

# Records listed above marked active in INS promoter inh:
INS promoter inh,SDO1 yeast rescue,SDO1 yeast rescue Rescue 24 h,structure
72.7*,x,x,S=C(NCCc1ccccc1)Nc1cccc2cnccc12

# Later entries.
INS promoter inh,SDO1 yeast rescue,SDO1 yeast rescue Rescue 24 h,structure
38.5,-0.24,-0.62,O=C(NCC1COc2ccccc2O1)C1CCCN(S(=O)(=O)c2cccc3nsnc23)C1 (configuration not stated)
-30.8,-0.12,-0.06,CC1(C)NC(=O)N(CCSc2ccc(Cl)cc2)C1=O
0.0,0.54,0.77,Cc1cc(-c2ccccc2)nc(Cl)c1C#N
x,0.05,-0.24,O=C1CCCN1CN(C(=O)c1ccc2c(c1)OCO2)c1ccc(F)cc1
x,0.64,1.19,CCOc1c(OC)cccc1C1CC(=O)Nc2cc3c(cc21)OCCO3 (configuration not stated)
x,1.05,1.33,CCOCCCNC(=O)C1c2ccccc2C(=O)N2CCc3ccccc3C12 (configuration not stated)
11.1,0.95,0.17,CCOCCCNC(=O)C(c1ccc(C)cc1)N(Cc1cccs1)C(=O)CNC(C)=O (configuration not stated)
0.0,1.4,1.39,COc1ccc(Cc2nnn(CC(=O)O)n2)cc1

# In another format: results already given
# Order of values: INS promoter inh, SDO1 yeast rescue, SDO1 yeast rescue Rescue 24 h
- CC1(C)NC(=O)N(CCSc2ccc(Cl)cc2)C1=O
 : -30.8, -0.12, -0.06
- Cc1cc(-c2ccccc2)nc(Cl)c1C#N
 : 0.0, 0.54, 0.77
- O=C1CCCN1CN(C(=O)c1ccc2c(c1)OCO2)c1ccc(F)cc1
 : x, 0.05, -0.24
- CCOc1c(OC)cccc1C1CC(=O)Nc2cc3c(cc21)OCCO3 (configuration not stated)
 : x, 0.64, 1.19
